S1P3 antag: blocks the human S1P3 receptor | actives 0.27% (n = 170,000) | CHO S1P3 NFAT-BLA reporter, FRET fluorescence, antagonist mode | inhibition, % at 4.98 µM;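 active = inhibition above the plate cutoff, the mean inhibition of test wells on that plate plus 3 SD, cut at about 28% in these data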;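 note: cells challenged with S1P at its EC80 of 0.8 µM; blue over green emission ratio from cleaved BLA substrate after 4 h stimulation; 0% = S1P-stimulated wells and 100% = unstimulated DMSO-only wells; some compounds past the cut are filed as inactive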
Target sequence (Q99500 whole entry, looked up): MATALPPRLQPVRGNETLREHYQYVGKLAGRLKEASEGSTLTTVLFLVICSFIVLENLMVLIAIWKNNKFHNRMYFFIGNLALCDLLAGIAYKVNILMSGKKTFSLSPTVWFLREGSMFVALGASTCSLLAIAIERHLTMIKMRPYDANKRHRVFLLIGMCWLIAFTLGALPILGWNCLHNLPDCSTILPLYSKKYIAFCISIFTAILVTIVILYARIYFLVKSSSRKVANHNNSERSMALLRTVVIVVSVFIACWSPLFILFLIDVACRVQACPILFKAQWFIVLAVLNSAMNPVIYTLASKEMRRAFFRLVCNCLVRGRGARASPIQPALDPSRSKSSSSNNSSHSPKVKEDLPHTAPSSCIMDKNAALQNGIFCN
The depositor's hits bear a star.

SMILES	S1P3 antag
Cn1c(-c2ccccc2)n[nH]c1=S	1
O=C(Cc1ccc(Cl)cc1)NNC1CC(=O)N(c2ccc3ccccc3c2)C1=O (stereo unspecified)	-7
COc1ccc(C2CC(c3ccc(OC)c(OC)c3)=NN2S(C)(=O)=O)cc1 (stereo unspecified)	-21
CCCn1c(=O)c(/C(N)=N/O)nn(-c2cccc(C(F)(F)F)c2)c1=O	-1
CCOC(=O)c1cn(CC)c2cc(F)c(F)cc2c1=O	1
COc1ccc(/C=C(\C)c2nc(C)c(-c3ccccc3)c(=O)[nH]2)cc1	8
CNC(=S)Nc1cccc(C(=O)OC)c1	-5
COc1ccccc1/C=C/C=N/NC(=O)c1cc(-c2ccco2)[nH]n1	-10
C=CCNC(=S)NNC(=O)C(CCCC)CC(O)COCC(C)C (stereo unspecified)	-13
Cc1ccc(NC(=O)c2cnc3scc(C)n3c2=O)c(C)c1	15
O=C(NCc1cccnc1)c1cnc2ccccc2n1	11
CCCCCSc1ncccc1C(=O)O	-6
CC(C)[C@H](NC(=O)c1ccc(Cl)c([N+](=O)[O-])c1)C(=O)O	-2
O=C1C2(CCCC13COC(c1ccc(O)cc1)OC3)COC(c1ccc(O)cc1)OC2 (stereo unspecified)	-6
CCCCCC(=O)N1CCCC1	6
NC(=O)C1(N2CCCCC2)CCN(Cc2nc(-c3cccs3)no2)CC1	-11
CC(C)CC(N)C(=O)OCc1ccc([N+](=O)[O-])cc1 (stereo unspecified)	-14
CN1CCCN(C(=O)c2cc(-c3cccc4ccccc34)nc3ccccc23)CC1	-2
O=C(NCc1ccncc1)C(=O)Nc1nccs1	-10
COc1ccc(C2c3c(oc4ccccc4c3=O)C(=O)N2CCN2CCOCC2)cc1OC (stereo unspecified)	-1
COc1cc(C(=O)NC(=S)NNC(=O)c2ccc3c(c2)OCO3)cc(OC)c1OC	3
C#CCn1c(=NC(=O)CN2C(=O)CCC2=O)sc2cccc(OC)c21	6
CCOc1ccc(C2NC(=S)NC3=C2CCc2ccccc23)cc1 (stereo unspecified)	2
CCOC(=O)Cc1csc(NC(=O)Cc2ccc(Cl)cc2)n1	-11
CCCCN(C(=S)SC)C1CCS(=O)(=O)C1 (stereo unspecified)	-4
O=C(Cc1ccc(Br)cc1)N/N=C/c1ccc(-c2cccc(C(=O)O)c2)o1	3
CC(C)C(OC(=O)c1ccccc1)c1nccc2ccccc12 (stereo unspecified)	1
O=c1ccc(Cl)n[nH]1	11
N#CN(Cc1ccccc1)Cc1ccccc1	0
O=C(Cc1cccs1)N=Nc1c(O)[nH]c2ccc(Br)cc12	14
COc1cc(/C=N\NC(=O)CNC(=O)C(c2ccccc2)c2ccccc2)ccc1O	-3
Cc1nn(-c2ccccc2)cc1/C=N/NC(=O)c1cccs1	13
CCN(CC)S(=O)(=O)c1ccc(OC)c(NC(=O)c2ccc(=O)[nH]c2)c1	-8
CNC1(c2nnnn2-c2ccccc2C)CCOC(C)(C)C1 (stereo unspecified)	-5
O=c1c2ccccc2c(-c2ccccc2)nn1-c1ccccc1	-3
NC1=NC2(CCCC2)N=C(Nc2ccccc2)N1	-9
NNC(=O)c1ccc(COCC(F)(F)F)cc1	-10
C/C(=N\NC(=O)c1ccc(NS(=O)(=O)c2cccs2)cc1)c1ccccn1	-2
COC(=O)c1cc(Nc2ncnc3c2cnn3-c2ccccc2)cc(C(=O)OC)c1	6
C=CCn1c(SCC(=O)c2ccc(O)c(O)c2)nnc1-c1cccnc1	3
COC(=O)c1ccc(COc2ccccc2/C=N/NC(N)=O)o1	14
O=C(Cn1cncn1)N/N=C/c1cccc(Cl)c1	-6
COC(=O)CC1(C(=O)OC)Oc2ccc(Br)cc2C(=O)N1c1cc(Cl)c(Cl)cc1Cl (stereo unspecified)	8
Cc1cc2nc3ccc(=[N+](C)C)cc-3sc2cc1N	-10
C/C(CC(=O)Nc1cccc(C(F)(F)F)c1)=N/NC(=O)C(=O)NCCO	8
C1=Cc2ccccc2Nc2ccccc21	0
CCC(=O)N(Cc1cc(=O)[nH]c2ccccc12)c1ccccc1	1
CCOc1cccc(/C=C/c2cc(C(=O)O)c3ccccc3n2)c1OC	-6
CC1(C)CC(=O)C(C=NCCN2CCN(CC(=O)Nc3ccc(F)cc3)CC2)=C(O)C1	-18
COc1ccc(-c2cn[nH]c2C)cc1	-5
COc1ccc(CCN2C(=O)N(c3ccc(OC)cc3)C(=O)C2CC(=O)Nc2ccc(OC)cc2)cc1 (stereo unspecified)	-2
CS/C(=C(/C#N)S(=O)(=O)c1ccc(Cl)cc1)N1CCOCC1	-5
COc1cc(NC2c3ccccc3C(=O)N2Cc2ccccc2Cl)cc(OC)c1 (stereo unspecified)	8
O=C(O)CSC(=S)N1CCCC1	4
OCCN1CCN(CC#CCC(c2ccccc2)c2ccccc2)CC1	0
Oc1ccccc1Nc1nc(NCc2ccco2)c2ccccc2n1	-18
Cc1c(C(=O)/C=C/N(C)C)nnn1-c1ccc(F)c(Cl)c1	-4
COC(=O)c1c(C)[nH]c(C(=O)/C=C/c2ccccc2Cl)c1C	3
CC(C)OC(=O)/C(=C/c1ccco1)c1ccccc1	2
CNC(=O)n1cc(C)c(-c2cccs2)n1	1

More structures follow.
SMILES	S1P3 antag
Cc1ccc(NC(=O)C2CCCN2S(=O)(=O)c2ccc3c(c2)n(C)c(=O)c(=O)n3C)c(C)c1 (stereo unspecified)	-4
COc1ccc(C(=O)NCCCOc2cccc(NC(C)=O)c2)cc1	4
CNC(=O)NC(=O)Cn1cnc2sc(-c3ccccc3)cc2c1=O	7
Cc1ccc(S(=O)(=O)/N=C(/NC(=S)Nc2c(C)n(C)n(-c3ccccc3)c2=O)c2ccccc2)cc1	3
CC(=O)c1sc2nc(C)c3c(c2c1N)CCCC3	-9
CN(C)CCOC(=O)c1ccc2c(c1)S(=O)(=O)c1ccccc1C2=O	-16
CC(=O)n1cc(N(C(=O)CCl)c2ccccc2)c2ccccc21	13
Cc1cc(C)c2nc(/N=C(\N)NC(=O)c3ccccc3)nc(C)c2c1	8
CCn1c(=NC(=O)COc2ccccc2)sc2cccc(F)c21	6
COc1ccc2[nH]cc(/C=C/C(=O)c3ccccc3)c2c1	0
COC(=O)CC1(c2ccc(OC)cc2)C(=O)c2ccccc2C1=O	14
COc1ccc2[nH]c(C(=O)Nc3ccccc3Cl)cc2c1	15
CCOC(=O)C(O)C1CCc2c([nH]c3ccc(C)cc23)C1=O (stereo unspecified)	6
COC(=O)/C=C1\N/C(=N\c2nc(C)cc(C)n2)N(c2ccc(Cl)cc2)C1=O	-9
CCc1cc2c(=O)c(-c3nc4ccccc4n3C)c(C)oc2c(CN2CCCCC2)c1O	5
Cc1ccc(S(=O)(=O)N2CCOCC2)cc1NC(=O)CNC1CCCC1	-8
CCOC(=O)c1sc(Nc2ccccc2Cl)nc1C	-11
O=C1[C@@H]2C(c3ccc(F)cc3)=NO[C@@H]2C(=O)N1Cc1ccccc1	-3
Cc1ccc(C(=O)Cn2nnc(-c3cccs3)n2)cc1	-28
NCCc1nnc(SCc2c(Cl)cccc2Cl)o1	9
FC(F)(F)c1cccc(NC(=S)Nc2ccc(Cl)c(Cl)c2)c1	-2
O=C(Nc1cccc(Cl)c1)Nc1cccc(C(=O)O)c1	-1
CC(C)c1cccc(C(C)C)c1NC(=S)Nc1cccc(Cl)c1	6
COc1cccc(/C=N/n2cnc3c(cnn3-c3ccccc3)c2=O)c1	-4
CCOC(=O)c1c(C)oc2c1c(/C=N/c1ccccn1)c(O)c1ccccc12	-13
COC(=O)c1sc(-c2ccc(C(C)(C)C)cc2)cc1NC(=O)CSCC(=O)O	1
CCOC(=O)c1cnc(SCC#N)nc1N	1
O=C1CC(C(F)(F)F)=NN1	-8
Fc1cccc(Nc2ncnc3c2cnn3-c2ccccc2)c1	18
N/C(=N\N=C\c1ccc([N+](=O)[O-])cc1)c1nonc1N	1
N#Cc1ccc(S(=O)(=O)NC2CCN(Cc3ccccc3)CC2)cc1	-5
Clc1ccc(C2CC(c3cccs3)n3ncnc3N2)cc1 (stereo unspecified)	0
CC(NC(=O)c1ccccc1F)c1ccccc1 (stereo unspecified)	-7
Cc1nc2c(C)cccc2c(SC(=N)N)c1CC=C(Cl)Cl	8
Cc1cccc(OCC(=O)N2CCN(c3nnc(-c4ccccc4)c4ccccc34)CC2)c1	-3
CC(=O)Nc1ccc(Nc2ncnc(N)c2[N+](=O)[O-])cc1	4
COc1nc(OC)nc(N2CCC(NC(=O)C(Cc3cccc(OC)c3OC)NC(C)=O)CC2)n1 (stereo unspecified)	-5
Cc1ccccc1NC(=O)Cn1nnc2sc3c(c2c1=O)CC(C)(C)OC3	-9
CCOC(=O)C(=NCC1CCCO1)NNc1cc(Cl)ccc1Cl (stereo unspecified)	-15
COc1cc(/C=C2/C(=O)NN(c3ccc(F)cc3)C2=O)cc([N+](=O)[O-])c1O	-5
Cc1cc(C)nc(NC(=S)Nc2cccc(F)c2)c1	-3
CC(C)CC(=O)N/N=C/c1c(N)n(C)c(=O)n(C)c1=O	-31
Cc1ccccc1C(=O)Nc1nnc(CC(=O)N/N=C/c2ccco2)s1	23
CCOc1ccc(NC(=O)c2ccc(CNc3c(N4CCCC4)c(=O)c3=O)cc2)cc1	26
Cc1nc(SCc2ccc(F)cc2)c2oc3ccccc3c2n1	0
CCOC(=O)c1ccc2c(c1)n(CCCS(=O)(=O)[O-])c(/C=C/c1ccc(Cl)cc1)[n+]2CC	-8
O=C(c1cccc([N+](=O)[O-])c1)c1ccc2c(c1)OCCOCCOCCOCCO2	10
CC(=O)Nc1cccc(OCCCNC(=O)c2cccc3ccccc23)c1	-11
Cc1cc(C)cc(NC(=O)NC2CCN(CC(=O)Nc3cccc(Cl)c3C)CC2)c1	9
CCN/C=C(\C#N)S(=O)(=O)c1ccc(Br)cc1	1
O=C(CSc1nc(O)c(Cc2ccccc2)c(=O)[nH]1)N1CCOCC1	-1
C[N+](C)(C)CCCN(Cc1ccc2c(c1)OCO2)C(=O)NC1CCCCC1	-5
COc1cc(/C=N/NC(=O)c2cc(-c3cccs3)nc3ccccc23)ccc1O	-5
Cn1c(N)c(C(=O)CSc2nnc(-c3ccccc3F)n2N)c(=O)n(C)c1=O	5
Cc1ccc(NNC(=O)c2c(F)cccc2Cl)cc1C	6
O=C(Oc1ccccc1N1CCOCC1)c1sccc1Br	10
CC(C)Oc1ccc(CCC(=O)NNC(=S)Nc2ccccc2)cc1	-20
O=[N+]([O-])c1ccc(C2=NCCO2)cc1	-7
Cn1c(=O)c(=O)n(C)c2cc(S(=O)(=O)N3CC(=O)N(CCc4ccccc4)C(=O)C3)ccc21	-9
C=C(C)CN(CC)C(=O)CC1C(=O)NCCN1CC(C)(C)C (stereo unspecified)	-12

No new results follow: an excerpt of the list.
SMILES	S1P3 antag
Cc1ccccc1NC(=O)Cn1nnc2sc3c(c2c1=O)CC(C)(C)OC3	-9
CCOC(=O)C(=NCC1CCCO1)NNc1cc(Cl)ccc1Cl (stereo unspecified)	-15
COc1cc(/C=C2/C(=O)NN(c3ccc(F)cc3)C2=O)cc([N+](=O)[O-])c1O	-5
Cc1cc(C)nc(NC(=S)Nc2cccc(F)c2)c1	-3
CC(C)CC(=O)N/N=C/c1c(N)n(C)c(=O)n(C)c1=O	-31
Cc1ccccc1C(=O)Nc1nnc(CC(=O)N/N=C/c2ccco2)s1	23
CCOc1ccc(NC(=O)c2ccc(CNc3c(N4CCCC4)c(=O)c3=O)cc2)cc1	26
Cc1nc(SCc2ccc(F)cc2)c2oc3ccccc3c2n1	0
CCOC(=O)c1ccc2c(c1)n(CCCS(=O)(=O)[O-])c(/C=C/c1ccc(Cl)cc1)[n+]2CC	-8
O=C(c1cccc([N+](=O)[O-])c1)c1ccc2c(c1)OCCOCCOCCOCCO2	10
CC(=O)Nc1cccc(OCCCNC(=O)c2cccc3ccccc23)c1	-11
Cc1cc(C)cc(NC(=O)NC2CCN(CC(=O)Nc3cccc(Cl)c3C)CC2)c1	9
CCN/C=C(\C#N)S(=O)(=O)c1ccc(Br)cc1	1
O=C(CSc1nc(O)c(Cc2ccccc2)c(=O)[nH]1)N1CCOCC1	-1
C[N+](C)(C)CCCN(Cc1ccc2c(c1)OCO2)C(=O)NC1CCCCC1	-5
COc1cc(/C=N/NC(=O)c2cc(-c3cccs3)nc3ccccc23)ccc1O	-5
Cn1c(N)c(C(=O)CSc2nnc(-c3ccccc3F)n2N)c(=O)n(C)c1=O	5
Cc1ccc(NNC(=O)c2c(F)cccc2Cl)cc1C	6
O=C(Oc1ccccc1N1CCOCC1)c1sccc1Br	10
CC(C)Oc1ccc(CCC(=O)NNC(=S)Nc2ccccc2)cc1	-20
O=[N+]([O-])c1ccc(C2=NCCO2)cc1	-7
Cn1c(=O)c(=O)n(C)c2cc(S(=O)(=O)N3CC(=O)N(CCc4ccccc4)C(=O)C3)ccc21	-9
C=C(C)CN(CC)C(=O)CC1C(=O)NCCN1CC(C)(C)C (stereo unspecified)	-12

Additional records follow:
SMILES	S1P3 antag
S=C(NCCc1ccccn1)Nc1cc(Cl)cc(Cl)c1	-2
Fc1cccc(-n2c(-c3cccs3)nc3nc4ccccc4nc32)c1	-17
O=C(Cn1ncc(Cl)c(Cl)c1=O)NC1CCS(=O)(=O)C1 (stereo unspecified)	-8
Cc1cc(C(=O)N/N=C/c2ccc(-c3cccc(Cl)c3)o2)n[nH]1	-5
Cc1oc(-c2ccc(Cl)cc2)cc1C(=O)/C(C#N)=C/Nc1ccccc1	-10
O=c1[nH]c(-c2ccc(Cl)cc2)nc(=S)[nH]1	-14
C/C(Cc1ccccc1)=N\NC(=O)CNC(=O)/C=C\c1ccccc1	14
O=C(NC(=O)c1ccccc1)Nc1ccc(-c2cnco2)cc1	1
O=C(Nc1ccccc1N1CCN(C(=O)c2ccccc2)CC1)c1ccccc1Cl	-11
CCOC(=O)c1cn[nH]c1NC(=S)Nc1ccccc1	7
CCOC(=O)c1nn(-c2ccc(OC)cc2)c(=O)c2c(NC(=O)c3ccco3)scc12	-7
COc1cccc(-n2c(=O)n(Cc3ccccc3)c(=O)c3[nH]cnc32)c1	-14
COc1ccc2[nH]c(C(=O)N(C)c3ccc(F)cc3F)cc2c1	-3
CCOC(=O)c1cn2nc(Oc3ccc(NC(C)=O)cc3)ccc2n1	-6
COc1ccc(C(=O)NCC(=O)N/N=C/c2ccc([N+](=O)[O-])o2)cc1OC	-14

Source: PubChem BioAssay (The Scripps Research Institute Molecular Screening Center)

The list is partial (hit frequency here may not be typical).
